Screening results: PubChem, several laboratories
DDE Tn7 FP inh – DD(E)-Tn7 binding inhibition, primary FP screen; AID 720508; 0.13% of 370,000 active; inhibition, % at 8.3 µM; FP displacement of FITC-Tn7 peptide from fibrin DD(E); 0% = median of compound wells per plate; P02675;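 active means inhibition above the mean of compounds falling within the control limits plus 3 SD of them, cut at about 14% in these data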;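 further: 0% = plate median of compound wells and 100% = 10 µM Aha-Tn7 peptide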
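system = human fibrin DD(E) protein | quantity = DD(E) 2 µM final | medium = Tris/NaCl/CaCl2 buffer, pH 7.8 | also added = labelled Tn7 tracer, 0.1 µM | compound dosing = single point at 8.3 µM | timing = compound with protein 10 min, then 3 h after probe, room temperature | signal = FP measurement | benchmarks = Aha-Tn7 high control | repeats = one replicate per compound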
PLC-beta3 inh – blocks human PLC-beta3 enzyme activity; 0.18% of 370,000 active; Purified PLC-beta3, fluorogenic substrate, fluorescence; inhibition, % at 12.2 µM; Q01970; in the data active means inhibition above about 11%;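 further: 0% = median of compound wells on plate and 100% = full blocker control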
Target sequence (Q01970 whole entry, looked up): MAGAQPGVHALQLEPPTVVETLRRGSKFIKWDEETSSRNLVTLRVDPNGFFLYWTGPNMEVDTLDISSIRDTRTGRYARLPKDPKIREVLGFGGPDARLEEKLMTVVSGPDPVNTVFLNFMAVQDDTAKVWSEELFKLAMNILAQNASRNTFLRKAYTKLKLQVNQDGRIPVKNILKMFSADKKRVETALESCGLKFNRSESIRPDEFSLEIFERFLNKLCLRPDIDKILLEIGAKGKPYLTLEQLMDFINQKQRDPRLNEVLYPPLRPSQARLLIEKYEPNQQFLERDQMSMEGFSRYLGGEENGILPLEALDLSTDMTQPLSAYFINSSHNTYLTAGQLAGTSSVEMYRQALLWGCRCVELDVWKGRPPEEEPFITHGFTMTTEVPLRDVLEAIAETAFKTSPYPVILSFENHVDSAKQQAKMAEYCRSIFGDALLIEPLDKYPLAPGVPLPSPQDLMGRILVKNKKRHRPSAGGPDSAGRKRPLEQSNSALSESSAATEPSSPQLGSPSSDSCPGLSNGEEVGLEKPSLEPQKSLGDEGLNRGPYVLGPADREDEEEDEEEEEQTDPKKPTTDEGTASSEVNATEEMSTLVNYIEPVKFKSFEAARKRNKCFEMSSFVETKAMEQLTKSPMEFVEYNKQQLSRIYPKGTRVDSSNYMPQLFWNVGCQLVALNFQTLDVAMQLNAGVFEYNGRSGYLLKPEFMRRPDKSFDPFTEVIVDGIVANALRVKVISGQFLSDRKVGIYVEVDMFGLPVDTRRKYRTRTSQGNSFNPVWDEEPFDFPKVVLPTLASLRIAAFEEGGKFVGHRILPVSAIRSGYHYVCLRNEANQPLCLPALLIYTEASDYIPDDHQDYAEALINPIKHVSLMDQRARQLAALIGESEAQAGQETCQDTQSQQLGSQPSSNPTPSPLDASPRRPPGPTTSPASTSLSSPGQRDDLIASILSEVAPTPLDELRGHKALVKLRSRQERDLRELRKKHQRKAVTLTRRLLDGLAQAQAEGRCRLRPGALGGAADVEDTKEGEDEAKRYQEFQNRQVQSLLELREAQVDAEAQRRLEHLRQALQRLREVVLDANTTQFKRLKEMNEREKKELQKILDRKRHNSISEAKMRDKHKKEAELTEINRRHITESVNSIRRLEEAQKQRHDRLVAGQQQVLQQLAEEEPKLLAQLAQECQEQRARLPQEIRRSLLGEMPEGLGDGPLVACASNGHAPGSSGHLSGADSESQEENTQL
ARFGAP1 inh – rat ARFGAP1 inhibition; 0.26% of 360,000 active; Arfgap1-stimulated ARF1 GTP hydrolysis, GDP FP detection; AID 651572; inhibition, % at 16.5 µM; Q62848;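 active means inhibition above a per-plate limit, mean inhibition of low control wells plus 3 SD, cut at about 25% in these data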;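 further: 0% = DMSO wells with enzyme and 100% = wells lacking Arfgap1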
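Material – truncated rat Arfgap1 GAP domain · Buffer or medium – HEPES-based buffer, pH 7.5 · Reagent – human ARF1(Δ1-17)-GTP substrate · Dosing – 16.5 µM single point, 1.26% DMSO · Schedule – GTP hydrolysis reaction 2 h at 25 °C · Technique – GDP detection by fluorescence polarization · Benchmarks – No-Arfgap1 wells (100%) versus DMSO full-reaction wells (0%) · Repeats – single replicate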
proKLK7 act – proKLK7 (human) activation, primary screen; P49862; purified proKLK7, EDANS-DABCYL substrate fluorescence; 100% is mature enzyme control, 0% vehicle; activation, % at 7 µM; 0.9% of 370,000 active; AID 652039;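 active means activation above the mean of all tested compounds plus 3 SD, computed per campaign excluding outliers beyond control limits, cut at about 13% in these data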
sPLA2-III inh – Inhibits HGIII-sPLA2 liposome hydrolysis, primary screen | Q9NZ20 | QFRET BODIPY PC-A2 liposome hydrolysis, fluorescence | inhibition, % at 12.2 µM | 0.56% of 370,000 active | AID 743126;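 active means inhibition above mean plus 3 SD of compounds lying within the high and low control bounds, cut at about 19% in these data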;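 further: 0% = median of test compound wells and 100% = no enzyme DMSO wells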
ASAP1 inh – ASAP1 ArfGAP inhibition | Q9ULH1 | 0.19% of 360,000 active | ASAP1-stimulated ARF1 GTP hydrolysis, GDP FP detection | inhibition, % at 16.5 µM; in the data active means inhibition above about 25%;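 further: 0% = vehicle with enzyme and substrate and 100% = no enzyme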
NR1D1 modulator – modulators of human Rev-erb alpha DNA binding; P20393; Rev-erbα–FITC-DNA binding, fluorescence polarization, 90 min; activity, % at 10 µM; 0.79% of 370,000 active; AID 1259318;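 active means activity above about 14%, limit read from the data; passing the limit was not always enough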;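 further: 0% = DMSO wells with 35 nM protein and 100% = DMSO wells with 750 nM protein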
UHRF1 binding – blocks human UHRF1 binding to methylated DNA; Q96T88; UHRF1 binding to methylated oligo, TR-FRET; inhibition, % at 4.4 µM; 0.75% of 370,000 active; AID 687016; in the data active means inhibition above about 21%;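 further: UHRF1 SRA domain binding a hemimethylated CpG hairpin DNA probe; 0% = median of test compound wells and 100% = reference inhibitor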
DDE Tn6 FP inh – inhibitors of Tn6 peptide binding to human fibrin DD(E); 0.21% of 370,000 active; Fibrin DD(E) TRITC-Tn6 fluorescence polarization displacement; inhibition, % at 8.3 µM;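 active means inhibition above a per-campaign cutoff: mean of compounds within control limits plus 3 SD, cut at about 15% in these data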;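 further: 0% = median of all compound wells on the plate and 100% = blocking peptide control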
PLCg1 inh – PLC-gamma1 (human) inhibition, primary screen | purified PLC-gamma1, fluorogenic substrate, fluorescence | inhibition, % at 12.2 µM | 0.84% of 370,000 active; in the data active means inhibition above about 9.5%
* = called active by the depositor; . = no result given.

SMILES	DDE Tn7 FP inh	PLC-beta3 inh	ARFGAP1 inh	proKLK7 act	sPLA2-III inh	ASAP1 inh	NR1D1 modulator	UHRF1 binding	DDE Tn6 FP inh	PLCg1 inh
O=[N+]([O-])c1ccccc1Oc1ccccc1Cl	2	4	-2	0.6	1	1	1	5	2	6
O=C(O)CN1C(=O)SC(Nc2ccc(C(=O)O)cc2)C1=O (stereo not given)	0	4	-4	4.3	12	-2	3	3	3	-2
COCC(COCCCNC(=O)Nc1ccc(Br)cc1)OC (stereo not given)	-5	4	16	-0.1	-4	-4	15	11	-3	2
O=C(COC(=O)CCc1ccc(S(=O)(=O)N2CCOCC2)cc1)Nc1ncc(C(F)(F)F)cc1Cl	8	-8	5	0.4	-2	3	1	0	-6	0
O=C(O)Cc1coc2cc3c(cc12)CCC3	6	-9	-2	-0.2	9	-5	-4	5	7	-2
CCN1CCN(C(=O)c2cc(-c3ccc(Cl)s3)nc3ccccc23)CC1	6	-388	-6	-30	-10	15	-1	4	-3	-418
O=C(c1ccc(NC2=NC3CS(=O)(=O)CC3S2)cc1)N1CCN(c2ccc(F)cc2)CC1 (stereo not given)	4	-2	-1	0.2	7	-11	-6	2	3	3
Cc1ccc(C)c(NC(=O)[C@@H]2CCCN2S(=O)(=O)c2ccccc2F)c1	4	-2	2	0.6	-3	-15	-5	2	1	1
CCOC(=O)c1c(NC(=O)c2ccc(S(=O)(=O)N(C)CC3CCCO3)cc2)sc2c1CC(C)(C)NC2(C)C (stereo not given)	-1	-140	-6	-21	-3	2	-6	-1	4	-157
CN(CCc1ccccn1)S(=O)(=O)c1ccccc1F	2	1	-2	-0.5	3	-19	-3	1	5	-3
CCOc1cc(/C=C\c2nc(O)c([N+](=O)[O-])c(=O)[nH]2)ccc1OC(C)C	-2	-3	-4	-0.8	-2	1	-1	4	-2	3
CCC(Oc1ccccc1)C(=O)NC1CCSC1=O (stereo not given)	-2	-4	5	-0.4	-1	-9	2	-2	4	2
O=C1CC(C(=O)Nc2ccc(F)cc2)n2cnnc2N1 (stereo not given)	4	0	6	-0.5	2	-3	2	-3	5	0
Cc1ccc(C(=O)OCC(=O)Nc2ccc(C)c(S(=O)(=O)N3CCCCC3)c2)o1	3	-3	-3	-0.4	-15	-1	-1	4	6	2
CCOC(=O)N1CCN(C(=O)c2cc(OC)cc(OC)c2)CC1	-4	-2	-10	-0.1	-4	4	5	7	1	-1
NC(=O)c1ccccc1NC(=O)C1CCCO1 (stereo not given)	3	-2	-4	-0.4	2	-5	-1	1	-1	-3
O=C1COc2ccc(C(=O)COC(=O)Cc3c(F)cccc3Cl)cc2N1	-1	-48	3	8.7	-24	4	0	-1	-2	-51
CC1(C)CC(=O)c2c(nc(SCC(=O)Nc3nsc(-c4ccccc4)n3)c(C#N)c2-c2ccccc2)C1	-4	0	-7	0.0	5	1	-1	1	9	-1
CC(C)(CO)NCC(O)Cn1cc(C=O)c2ccccc21 (stereo not given)	5	-3	-1	1.1	-3	-10	-4	-2	-10	1
O=C(CSc1nc2nc3c(cc2c(=O)n1-c1ccccc1)CCCC3)Nc1cccc2ccccc12	5	1	7	-1.8	-6	-3	8	-2	-2	-4
CC1c2cc3c(cc2CCN1C(=O)c1ccc(C(F)(F)F)cc1)OCCCO3 (stereo not given)	0	0	-14	-0.3	7	0	6	0	-1	-1
C=C(C)CNC(=S)Nc1cccc2cnccc12	-3	0	-8	0.8	5	-2	-4	-4	6	-2
CN(C)S(=O)(=O)c1ccc(C(=O)Nc2nc(-c3cc4ccccc4o3)cs2)cc1	6	-6	-1	-11	-2	-6	3	-4	6	-7
Cc1noc(C)c1S(=O)(=O)Nc1ccc(C(=O)O)cc1	5	1	-3	-0.8	-4	-7	-3	2	0	-3

Entries of single compounds, looked up by structure. Order of screens: DDE Tn7 FP inh | PLC-beta3 inh | ARFGAP1 inh | proKLK7 act | sPLA2-III inh | ASAP1 inh | NR1D1 modulator | UHRF1 binding | DDE Tn6 FP inh | PLCg1 inh
O=C(CSc1nc2nc3c(cc2c(=O)n1-c1ccccc1)CCCC3)Nc1cccc2ccccc12 is entered as 5 | 1 | 7 | -1.8 | -6 | -3 | 8 | -2 | -2 | -4
Cc1ccc(C(=O)OCC(=O)Nc2ccc(C)c(S(=O)(=O)N3CCCCC3)c2)o1 is entered as 3 | -3 | -3 | -0.4 | -15 | -1 | -1 | 4 | 6 | 2
C=C(C)CNC(=S)Nc1cccc2cnccc12 is entered as -3 | 0 | -8 | 0.8 | 5 | -2 | -4 | -4 | 6 | -2

Carrying on:
SMILES	DDE Tn7 FP inh	PLC-beta3 inh	ARFGAP1 inh	proKLK7 act	sPLA2-III inh	ASAP1 inh	NR1D1 modulator	UHRF1 binding	DDE Tn6 FP inh	PLCg1 inh
Cc1n[nH]c(C)c1Sc1ccccc1N	2	-3	1	-0.5	-3	3	4	3	7	2
O=C1c2ccccc2C(=O)N1CCc1nc(-c2ccc(Cl)cc2)no1	1	-2	7	0.1	-2	1	1	-3	-1	-3
COc1ccccc1NS(=O)(=O)c1ccc(O)c(C(=O)OCC(=O)N2c3ccccc3CC2C)c1 (stereo not given)	2	-10	6	-0.2	-25	7	-6	1	2	2
Cc1ccc(-n2c(O)c(C=NC3CCS(=O)(=O)C3)c3ccccc3c2=O)cc1 (stereo not given)	4	-38	7	6.8	1	-16	-4	12	7	-32
Cc1ccc(CS(=O)(=O)Cc2ccc(C(=O)NC3CC3)o2)cc1	-7	-10	10	-0.1	3	-2	-2	4	-5	0
CN(CCc1ccccn1)C(=O)c1cccnc1Oc1ccc(Cl)cc1	6	-6	-5	0.6	6	12	1	3	0	0
CCOC(=O)Cc1csc(NC(=O)CSc2nnnn2-c2ccc(CC)cc2)n1	3	1	-8	0.9	-41	3	-4	-3	2	0
CCCn1c(N)c(N(CCOC)C(=O)Cc2ccc(S(=O)(=O)N3CCOCC3)s2)c(=O)[nH]c1=O	9	-35	-7	-0.4	-5	9	-1	-6	9	-24
COc1ccc(NS(=O)(=O)c2cc(NC(=O)/C=C/c3cc(OC)c(OC)c(OC)c3)ccc2N2CCCCC2)cc1	3	-221	7	-7.5	2	5	0	6	-5	-197
CC1CCC(NC(=O)CNC(=O)c2cccs2)CC1 (stereo not given)	-5	-7	10	0.5	3	1	-3	0	8	1
CCOC(=O)c1ccccc1C(=O)N1CCOCCOCCOCC1	0	-3	-10	0.3	8	-13	-3	1	-3	0
CCC1CCCCN1CCCn1c(=S)[nH]c2ccccc2c1=O (stereo not given)	-11	-1	-6	-0.3	5	0	-6	10	1	1
CCCN1CCC(NCC(C)c2ccccc2)CC1 (stereo not given)	-5	-5	-1	-0.1	-1	-1	0	0	-4	-1
O=C(OCc1ccc(Cl)cc1Cl)c1cccnc1Cl	-4	0	3	-0.5	-3	12	12	1	1	4
O=C(c1cc(-c2cccnc2)nc2ccccc12)N1CCN(S(=O)(=O)c2cccs2)CC1	-4	-9	11	-0.4	0	7	1	2	-1	2
COc1ccc(C(CNC(=O)COc2ccccc2OC)N(C)C)cc1OC (stereo not given)	1	-3	1	-0.4	3	4	-1	1	-1	-4
CCOC(=O)[C@]12CCC=C1N(Cc1ccc3c(c1)OCO3)C(=O)[C@H](CC(=O)NCCCN1CCCC1=O)C2	-1	-4	-2	0.9	2	-5	8	19	1	0
CCN(CC)C(=O)c1ccc(COc2ccccc2Cl)o1	-2	-2	-2	-0.2	1	-6	0	1	-7	4
NS(=O)(=O)c1ccc(CNC(=O)Cc2cccs2)cc1	-4	-9	0	-0.8	-3	0	-5	6	-10	-1
O=C(CSc1nc2ncc(Cl)cc2[nH]1)Nc1ccccc1-c1ccccc1	4	-9	11	0.2	-7	-2	-1	-2	3	2
O=C(C[n+]1cc(-c2ccc(Cl)cc2)n2c1CCC2)Nc1nc(-c2ccccc2)cs1	6	-7	-7	0.3	1	9	-7	-3	6	4
Nc1nnc(CC(=O)N/N=C/c2ccccc2OCc2ccc(F)cc2)s1	1	-16	2	0.4	-19	10	0	-1	-2	-1
CC(=O)C1=C(C)N(Cc2ccc(Br)cc2)C(=S)NC1c1cccc(F)c1 (stereo not given)	5	0	-17	-0.4	-5	7	8	-2	3	3
CCOC(=O)/C(C#N)=C\c1c(C)cc(C)c(COC(C)=O)c1C	-7	-2	2	-0.9	6	2	-8	-3	1	5

Ordered by count of non-hydrogen atoms (falling): some entries from above.
SMILES	DDE Tn7 FP inh	PLC-beta3 inh	ARFGAP1 inh	proKLK7 act	sPLA2-III inh	ASAP1 inh	NR1D1 modulator	UHRF1 binding	DDE Tn6 FP inh	PLCg1 inh
O=C(C[n+]1cc(-c2ccc(Cl)cc2)n2c1CCC2)Nc1nc(-c2ccccc2)cs1	6	-7	-7	0.3	1	9	-7	-3	6	4
COc1ccc(C(CNC(=O)COc2ccccc2OC)N(C)C)cc1OC (stereo not given)	1	-3	1	-0.4	3	4	-1	1	-1	-4
O=C(CSc1nc2ncc(Cl)cc2[nH]1)Nc1ccccc1-c1ccccc1	4	-9	11	0.2	-7	-2	-1	-2	3	2
CCOC(=O)/C(C#N)=C\c1c(C)cc(C)c(COC(C)=O)c1C	-7	-2	2	-0.9	6	2	-8	-3	1	5
CCN(CC)C(=O)c1ccc(COc2ccccc2Cl)o1	-2	-2	-2	-0.2	1	-6	0	1	-7	4
O=C(OCc1ccc(Cl)cc1Cl)c1cccnc1Cl	-4	0	3	-0.5	-3	12	12	1	1	4

Further structures follow.
SMILES	DDE Tn7 FP inh	PLC-beta3 inh	ARFGAP1 inh	proKLK7 act	sPLA2-III inh	ASAP1 inh	NR1D1 modulator	UHRF1 binding	DDE Tn6 FP inh	PLCg1 inh
COc1ccc(S(=O)(=O)N(C)c2ccc(C(=O)NCc3ccco3)cc2)cc1	6	-6	-2	-0.1	-3	7	2	1	1	-3
Nc1[nH]c2cc(C(F)(F)F)ccc2c1C(=O)NCc1ccc(F)cc1	-6	-3	.	0.4	5	.	0	0	5	-1
CN(C)S(=O)(=O)N1CCC(Oc2cccc(C(=O)NC3CCOC3)c2)CC1 (stereo not given)	3	-3	7	0.4	1	-9	3	1	-1	-2
CCOC(=O)n1c(O)c(N=NC(N)=S)c2cc(C)ccc21	-4	-8	-15	0.1	-6	6	-2	1	0	1
CCN1C(Nc2ccccc2)=NC[C@@H]1C	-1	1	-4	-0.1	-4	9	-4	-1	-10	3
